KCNH2 3.1 inh = blocks the human KCNH2 3.1 channel isoform | U2OS KCNH2 3.1, thallium flux FluxOr; active compounds read low | activity change, % (tested at about 1.8 µM) | 340,000 compounds, 0.95% hits | AID 720553;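 active means maximum activity change below -70%; inconclusive means maximum activity change from -70% to -50%; inactive means maximum activity change above -50%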;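 further: thallium influx rate constant from kinetic fluorescence after stimulation buffer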
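Kinetic fluorescence (2 min after stimulation buffer) measures Tl+ influx through KCNH2 3.1 expressed by viral transduction in U2OS cells; the rate constant is normalized against DMSO controls serving as positive and negative references.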
PKM2 activator = activators of human pyruvate kinase M2; P14618; purified PKM2, Kinase-Glo ATP luminescence, activation; response scale: 0% is enzyme alone, no compound; Potency, µM (highest dose often 57.5 µM), without a hit: top-dose activation, most hits filed as activators; 260,000 compounds, 0.34% hits; AID 1631; further: potency means the concentration at half of the fitted maximal effect; nearly all actives have a fitted effect of over 55% in size
Target sequence (P14618 whole entry, looked up): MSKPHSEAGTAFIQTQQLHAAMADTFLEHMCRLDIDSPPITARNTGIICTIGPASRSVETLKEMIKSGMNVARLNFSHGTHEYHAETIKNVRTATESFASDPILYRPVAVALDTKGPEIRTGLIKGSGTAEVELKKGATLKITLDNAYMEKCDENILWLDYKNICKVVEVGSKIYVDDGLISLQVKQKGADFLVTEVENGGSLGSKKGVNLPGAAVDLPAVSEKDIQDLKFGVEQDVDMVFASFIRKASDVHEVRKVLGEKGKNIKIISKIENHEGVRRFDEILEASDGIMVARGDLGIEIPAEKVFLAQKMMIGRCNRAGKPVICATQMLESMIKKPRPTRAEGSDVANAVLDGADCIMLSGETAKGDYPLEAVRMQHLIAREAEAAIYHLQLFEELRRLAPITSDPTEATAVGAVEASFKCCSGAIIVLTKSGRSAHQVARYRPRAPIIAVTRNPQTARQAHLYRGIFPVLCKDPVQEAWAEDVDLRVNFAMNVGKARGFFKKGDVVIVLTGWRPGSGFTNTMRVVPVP
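Purified hPK-M2 (>95% pure) converted ADP (0.1 mM final) to ATP with 0.5 mM PEP in 50 mM imidazole pH7.2, KCl, MgCl2, Tween 20, BSA; 1 h at room temperature. ATP detected by Kinase-Glo luminescence.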
GALK inhibitor = inhibitors of human galactokinase; AID 1868; 270,000 compounds, 0.007% hits; P51570; Potency, µM (series often up to 57.5 µM), without a hit: at the highest dose activity change, negative = inhibition, usual class: inhibitors; Purified GALK, Kinase-Glo residual ATP luminescence; further: potency means the concentration at half of the fitted maximal effect
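ATP-depletion format; final 35 uM ATP, 100 uM D-galactose, 5 nM enzyme; pH 8.0 HEPES/Mg2+ buffer; 60 min RT; luminescence read 10 min after detection reagent.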
Coupling enz = inhibits coupling enzyme system, counter-screen for aldolase hits; coupling enzyme system counterscreen, AmpLite Red fluorescence; activity change, negative = inhibition, % at 58.2 µM, hits read low; AID 2472; 290,000 compounds, 0.67% hits; in the data active means activity change below about -30%
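Final compound at 57.5 uM, incubated 10 min at RT with coupling enzyme reagent (glyceraldehyde-3-phosphate), then 20 min with substrate and AmpLite Red detection. Fluorescence read at 525/598 nm; tests interference with the coupling assay, not aldolase inhibition.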
BCR signal inh = blocks chronic active B-cell receptor signaling; Potency, µM (titrated, usually from 46.1 µM), for inactives: top-dose ratio change, negative = lower green/red ratio, hits mostly inhibitors; ABC-DLBCL IkBa-CBG/CBR reporter, luminescence ratio, 4 h; 340,000 compounds, 0.05% hits; active means well fitted inhibition curve with a large enough effect in the signal ratio, with a control signal flat, not every such curve was filed as active; inconclusive means small, poorly fitted or top-dose-only effect, or effect the other way, or a change in a side signal; the % refers to the signal ratio;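 further: potency means the concentration at half of the fitted maximal effect; plate controls were basal doxycycline-induced cells for no effect and cells given 10 µM MG132 for full effect; MG132 reads +100%, hits lower the ratio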
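TMD8 ABC-DLBCL cells carrying doxycycline-inducible green luciferase fused to IkappaBalpha plus unfused red luciferase were exposed to compounds (up to 46 uM) for 4 hrs at 37C. Activity came from the overlap-corrected green/red luminescence ratio.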
uPA generation = blocks generation of uPA at the cell surface | cell surface uPA generation assay, qHTS | Potency, µM (highest dose often 38.3 µM), inactives show at the top dose activity change, negative = inhibition, actives largely listed as inhibitors | 330,000 compounds, 0.31% hits; active means well fitted inhibition curve with a large enough effect; inconclusive means small, poorly fitted or top-dose-only effect; inactive means no such curve, though single readings can be large or run the other way; tested in mouse RAW 264.7 cells; further: potency means the concentration at half of the fitted maximal effect; nearly all actives have a fitted effect of over 55% in size
Eya2 phos inh = inhibitors of human Eya2 phosphatase activity | 330,000 compounds, 0.006% hits | Potency, µM (top dose mostly 76.9 µM), without a hit: at the highest dose activity, negative = inhibition, hits mostly inhibitors | O00167 | recombinant Eya2, OMFP fluorescence dephosphorylation (OMFP is methylfluorescein phosphate); further: potency means the concentration at half of the fitted maximal effect
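Eya2 protein (added as 0.2 uM solution) was preincubated with compound for 10 min at ambient temperature in 50 mM HEPES pH 7.5, 50 mM NaCl, 5 uM MgCl2, 0.05% BSA, 1 mM DTT. OMFP (added at 50 uM) then reacted 10 min; fluorescence read at 485/525 nm.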
B2AR arrestin = agonists driving beta-arrestin recruitment to human beta2-adrenergic receptor; P07550; beta-arrestin recruitment to beta2AR, cell-based reporter; Potency, µM (top dose mostly 46.1 µM), without a hit: top-dose activation, actives largely listed as activators; 330,000 compounds, 0.02% hits;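 further: potency means the concentration at half of the fitted maximal effect; 0% = DMSO controls and full agonism = EC100 isoproterenol or metaproterenol; nearly all actives have a fitted effect of over 65% in size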
Target sequence (P07550 whole entry, looked up): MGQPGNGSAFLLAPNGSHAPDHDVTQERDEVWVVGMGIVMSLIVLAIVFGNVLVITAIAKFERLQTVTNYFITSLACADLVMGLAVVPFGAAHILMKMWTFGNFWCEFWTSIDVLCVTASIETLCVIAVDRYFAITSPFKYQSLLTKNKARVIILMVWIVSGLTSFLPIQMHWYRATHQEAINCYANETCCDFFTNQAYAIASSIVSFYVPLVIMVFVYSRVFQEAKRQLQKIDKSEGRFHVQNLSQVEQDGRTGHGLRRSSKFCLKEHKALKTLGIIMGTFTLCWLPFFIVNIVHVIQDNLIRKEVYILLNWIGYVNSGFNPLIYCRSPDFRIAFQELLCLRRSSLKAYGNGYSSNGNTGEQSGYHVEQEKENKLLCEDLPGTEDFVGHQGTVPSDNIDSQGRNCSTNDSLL
USP2a inh = blocks human ubiquitin-specific protease USP2a; O75604; USP2 core, Ub-CHOP2 coupled fluorogenic reporter, 485/531; Potency, µM (highest dose often 38.3 µM), for the others: top-dose activity change, negative = inhibition, most hits filed as inhibitors; 330,000 compounds, 0.01% hits;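 further: potency means the concentration at half of the fitted maximal effect; plate controls were DMSO wells for no effect and full inhibition by NEM control for full effect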
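Deubiquitinase activity read as fluorescence (485/531 nm) after Ub-CHOP2 cleavage activates the enterokinase reporter on its substrate; USP2 core 10nM, Ub-CHOP2 and substrate 25nM each, 30min compound preincubation then 60min RT; data normalized to NEM, curves fitted.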
hERG WT inh = inhibitors of human wildtype KCNH2 potassium channel; Q12809; U2OS, BacMam KCNH2, thallium flux FluxOr; active compounds read low; activity change, % at 1.84 µM; 340,000 compounds, 0.37% hits;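 active means maximum activity change below -70%; inconclusive means maximum activity change between -70% and -50%; inactive means maximum activity change above -50%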
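U2OS cells were transduced with wild-type KCNH2 virus (2.03 x 10^8 / mL) for 4 h at room temperature, then cultured overnight at 37 C. Thallium flux was read with FluxOr dye. Rate constants were normalized to DMSO controls.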
Giardia kill = Giardia lamblia killing; Giardia lamblia trophozoite viability; activity change, % at 7.66 µM, hits read low; 340,000 compounds, 0.15% hits; AID 540267; in the data active means activity change below about -80%; inconclusive means between about -30% and that limit;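 further: parasites exposed to compound for two days anaerobically before the ATP read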
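Giardia trophozoites, 100 cells per well, were exposed to compounds for 48 hrs at 37 deg C under anaerobic conditions; viability was then read as ATP content by bioluminescence after 15-30 min at room temperature.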
Numbers without * were called inactive; i = inactive; u = inconclusive; x = no result given; [ ] = dose if it differs, or a comment. Unless noted, the call rests on the fitted dose curve; in most records, active means well fitted curve in the direction sought with a large enough effect; inconclusive means small, poorly fitted or top-dose-only effect, or another doubt; inactive means no such curve, though single readings can be large; an effect the other way counts as inactive or inconclusive. Unless noted, on the % scale 0 is the no-effect control and ±100 the full control effect. Compounds as they come. Share with any hit: about 2.4%.

Molecule	KCNH2 3.1 inh	PKM2 activator	GALK inhibitor	Coupling enz	BCR signal inh	uPA generation	Eya2 phos inh	B2AR arrestin	USP2a inh	hERG WT inh	Giardia kill
O=C(NCC1COc2ccccc2O1)c1cccs1 (configuration not stated)	1	-3%	-1%	0	u	-2%	-7%	-0.1%	-1%	5	8
CCn1c(SCC(=O)Nc2nccs2)nnc1-c1ccc(C)cc1	11	-1%	-3%	0	u	3%	-1%	0.0%	-3%	-2	-10
CC1CCCN(C(=O)c2cccc(S(=O)(=O)N3CCCc4ccccc43)c2)C1 (configuration not stated)	-3	x	x	x	8%	0%	7%	-0.1%	1%	-14	13
Cc1cc(N2CCC(C)CC2)nc(NCc2ccccc2)n1	-23	-1%	x	1	-3%	u	-13%	-0.4%	2%	6	-26
CC1CCCN(C(=O)COc2ccc(NC(=O)c3cccs3)cc2)C1 (configuration not stated)	-5	4%	6%	2	21%	-3%	0%	0.0%	2%	14	-21
Cc1[nH]c2nc3ccccc3n2c(=O)c1CCC(C)C	1	-3%	0%	-3	8%	-4%	-2%	-1.0%	-2%	8	5
COC(=O)c1cc(=O)n(Cc2ccc(OC)cc2)c(=NCc2ccc(OC)cc2)s1	x	-3%	0%	3	1%	4%	9%	0.0%	0%	-8	8
COc1ccc(CNC(=O)C2=C(C)C(=O)OC23CCC(C)CC3)cc1 (configuration not stated)	-2	-8%	1%	2	-3%	-8%	46%	0.0%	9%	5	-21
CCN(CC(=O)Nc1c(F)cccc1F)C(=O)c1ccc(C2SCCS2)cc1	-4	x	x	x	-28%	-5%	-7%	u	-1%	2	-3
COc1ccc(/C(C)=N/Nc2nc3ccccc3nc2C)cc1	2	-2%	2%	-1	-6%	-14%	u	0.6%	4%	-1	-4
CN(C(=O)c1ccc2nccnc2c1)C1CCCCC1	-5	0%	-1%	1	u	0%	12%	-0.3%	2%	-3	3
Cc1ccc(NS(=O)(=O)c2ccc3c(c2)N(C)CCO3)cc1	6	x	5%	x	-17%	-1%	0%	0.4%	1%	-4	-26
CCCn1c(=O)n(C)c(=O)c2c(SC(C)C(=O)NCC3CCCO3)nc(CC(C)C)nc21 (configuration not stated)	0	x	x	x	-4%	2%	-12%	-0.1%	-1%	-13	-14
COc1cc(NC(=O)COc2ccc(F)cc2)nc(OC)n1	5	1%	5%	1	u	10%	0%	-0.4%	0%	1	-6
CCCCN1C2CCCC1CC(NC(=O)c1cccc(OC)c1)C2 (configuration not stated)	4	-4%	0%	-2	0%	1%	-3%	-1.1%	1%	23	17
CCOc1cc(C2NC(=O)CCC2[N+](=O)[O-])cc(Br)c1OCC (configuration not stated)	15	x	1%	4	2%	1%	-5%	-0.8%	6%	5	-12
Nc1n[nH]c(-c2ccc(Br)cc2)c1Cl	3	2%	0%	2	-15%	2%	-5%	-0.1%	-1%	-7	-2
CS(=O)(=O)c1ccc(Cl)c(NC(=O)COC(=O)C23CC4CC(CC(C4)C2)C3)c1	-12	x	x	x	-6%	6%	1%	4.4%	-2%	-14	-14
c1ccc(CO/N=C(\c2ccc(C3CC3)nc2)C2CC2)cc1	1	5%	6%	0	u	-2%	-1%	-1.0%	1%	4	-23
Cc1cccc(OCC(=O)N(Cc2ccco2)c2c(N)n(Cc3ccccc3)c(=O)[nH]c2=O)c1	-2	x	x	x	u	-24%	3%	-0.7%	-3%	1	-13
O=C1CCC(C(=O)Nc2cccc(Oc3ccccc3)c2)=NN1	4	2%	-2%	0	-8%	0%	-3%	-0.1%	4%	-4	-9
Cc1nc(CC(C)C)cc(C(=O)N2CCCC(Nc3ccc(C)c(C)c3)C2)n1 (configuration not stated)	-9	-2%	1%	1	-2%	-16%	4%	0.2%	-1%	-7	2
COc1ccc(C2=NN(C(=O)CSc3ncccn3)C(c3ccc(C)cc3)C2)cc1 (configuration not stated)	9	-19%	1%	-2	u	-7%	-12%	12%	-7%	-2	6
CN1CCc2c(sc(N)c2C(=O)c2ccc(Cl)cc2)C1	-9	x	1%	1	-7%	-13%	18%	3.2%	-2%	-3	8
CCOc1ncccc1C(=O)N(CC)CC(=O)Nc1ccc(NC(C)=O)cc1	13	2%	4%	0	-4%	2%	-4%	-0.2%	3%	1	-4
CCN(C(=O)Cn1cnc2c1c(=O)n(C)c(=O)n2C)C1CCCCC1	-6	x	x	x	-4%	-17%	8%	0.3%	3%	-3	32[activator]
C/C(=N/O)c1c(O)c(C)c(-c2ccccc2)n(-c2ccccc2)c1=O	-3	6%	-1%	3	-4%	1%	-10%	-0.2%	-4%	-18	-12
CC1=NN(c2ccc(C(=O)OC(C)C)cc2)C(=O)/C1=C\C=C\c1ccco1	-194*	-1%	-4%	-1	-14%	-4%	-12%	0.0%	3%	-202*	14
O=[N+]([O-])/C=C1\CCCCCN1	-33	-6%	3%	2	-3%	15%	-23%	-0.4%	1%	-9	-17
NC(=O)c1nsc(C(=O)N(CC(=O)NCc2ccc3c(c2)OCO3)C2CCCC2)c1N	-5	-9%	0%	-3	0%	0%	2%	0.2%	-7%	-8	15
Cc1no[n+]([O-])c1COc1cccc(/C=N/Nc2nncn2N)c1	-7	0%	-1%	-28	u	u	5%	3.5%	-14%	5	0
S=c1[nH]nc(-c2cccnc2)n1/N=C/c1ccco1	1	-7%	2%	-5	-2%	0%	11%	-0.2%	0%	-19	-7
CCC(CO)Oc1cc(NC(=O)Cc2ccccc2)c2ncn(C(C)C)c2c1 (configuration not stated)	-5	x	x	x	u	15%	9%	-0.2%	0%	-12	5
Cc1onc(-c2ccccc2Cl)c1C(=O)Nc1nnc(-c2ccc(Cl)cc2Cl)s1	-3	1%	-1%	12	13%	-1%	9%	-0.3%	-2%	-2	u
O=C(CN1C(=O)NC2(CCCCCC2)C1=O)Nc1ccc2c(c1)CCC2	-4	-3%	-1%	0	-9%	-7%	-19%	0.0%	1%	i	5
CCCCN1C(C(=O)Nc2ncccn2)=C(O)c2ccccc2S1(=O)=O	-2	x	3%	-13	5%	9%	-26%	-0.1%	-1%	-6	1
N#Cc1ccccc1OCCCNC1CCCC1	13	-4%	-1%	0	0%	-2%	4%	0.1%	3%	21	0
COc1ccc2cc(CN(CC3COCCO3)S(=O)(=O)c3ccc(Cl)cc3)c(=O)[nH]c2c1 (configuration not stated)	-17	23%	5%	-4	u	4%	-8%	-0.9%	2%	9	-1
COc1ccc(C(=O)NC(=S)NC2CCSC2=O)cc1 (configuration not stated)	-8	15%	1%	1	u	8%	-7%	-0.2%	0%	-26	-9
CC(C(=O)Nc1ccc(S(=O)(=O)N2CCOCC2)cc1)N1CCN(c2ccccn2)CC1 (configuration not stated)	-6	14%	-1%	-2	2%	-3%	4%	-0.1%	5%	-10	1
COc1ccc(C(=O)NCCNc2ccc([N+](=O)[O-])cc2)cc1	19	17%	2%	-2	2%	3%	-13%	0.1%	-2%	x	1
CC(=O)Nc1ccc(NC(=O)c2ccc(-n3c(C)ccc3C)cc2)cc1	0	1%	-3%	1	-17%	-10%	-11%	0.4%	0%	-6	2
CC[C@H](C)[C@@H](CNC)NC[C@@H](Cc1ccc(O)cc1)NCC(C)(C)C	13	-5%	x	-1	u	-10%	2%	-1.0%	4%	-2	-10
COc1ccc(CN2CCNC(=O)C2CC(=O)N(C)Cc2ccccn2)cc1OC (configuration not stated)	12	-5%	6%	-4	-1%	-5%	13%	0.3%	2%	1	24
CCCn1nc(NC(=O)CC(C)C)c2cc3cccc(C)c3nc21	-11	x	3%	2	0%	-1%	12%	0.3%	4%	1	13
CCn1c2ccccc2c2cc(NC(=O)C/C(C)=N/NC(=O)c3ccccc3N)ccc21	3	8%	2%	-1	u	1%	4%	0.3%	0%	-2	3
CCN(CC)C(=O)C1CCCN(c2ccc([N+](=O)[O-])cc2[N+](=O)[O-])C1 (configuration not stated)	1	-2%	5%	0	u	-9%	-2%	-0.3%	1%	-2	7
O=C(Nc1ccccn1)c1ccc(S(=O)(=O)c2ccc(Cl)cc2)cc1	16	18%	-3%	0	7%	4%	-1%	0.0%	1%	-12	-9
Cc1ccc(NC(=O)CCl)c(C)c1	3	7%	0%	-1	u	x	-2%	-0.7%	0%	2	1
c1ccc2c(N3CCCCC3)nc(N3CCOCC3)nc2c1	-13	-12%	1%	-1	-3%	3%	0%	0.1%	0%	-1	2
COc1ccc(CC(=O)OC(C)C(=O)Nc2c(C)n(C)n(-c3ccccc3)c2=O)cc1OC (configuration not stated)	4	x	x	x	-2%	-6%	7%	-0.2%	4%	2	-19

Bioassay records deposited in PubChem by National Center for Advancing Translational Sciences (NCATS).
